# IL1B cytotox – HUVEC cytotoxicity counter-screen, IL-1B stimulated; HUVEC cell count loss, Hoechst imaging; actives 0.41% (n = 94,000); cell count reduction, % at 2 µM;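 active = cell count reduction more than 3 SD above the screen-wide mean, cut at about 70% in these data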;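 note: normalized per plate to untreated control cells as the no-loss baseline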
# F-actin modifier – alters cytoskeleton assembly in HUVEC cells; HUVEC TNFa F-actin phalloidin imaging, high content; inhibition, % at 2 µM; actives 0.18% (n = 91,000);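 active = inhibition above the batch mean plus 3 SD and confirmed as a hit by visual image inspection, cut at about 30% in these data, passing the limit was not always enough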; note: strong numbers were not always called active
# sEH inh – blocks human soluble epoxide hydrolase activity. P34913. recombinant human sEH enzymatic activity assay. inhibition, % at 2 µM. actives 0.34% (n = 91,000); in the data active = inhibition above about 80%; note: values of inactives mirror those of a sister screen read the other way; many of its hits are not listed in these tables
# Target sequence (P34913 whole entry, looked up): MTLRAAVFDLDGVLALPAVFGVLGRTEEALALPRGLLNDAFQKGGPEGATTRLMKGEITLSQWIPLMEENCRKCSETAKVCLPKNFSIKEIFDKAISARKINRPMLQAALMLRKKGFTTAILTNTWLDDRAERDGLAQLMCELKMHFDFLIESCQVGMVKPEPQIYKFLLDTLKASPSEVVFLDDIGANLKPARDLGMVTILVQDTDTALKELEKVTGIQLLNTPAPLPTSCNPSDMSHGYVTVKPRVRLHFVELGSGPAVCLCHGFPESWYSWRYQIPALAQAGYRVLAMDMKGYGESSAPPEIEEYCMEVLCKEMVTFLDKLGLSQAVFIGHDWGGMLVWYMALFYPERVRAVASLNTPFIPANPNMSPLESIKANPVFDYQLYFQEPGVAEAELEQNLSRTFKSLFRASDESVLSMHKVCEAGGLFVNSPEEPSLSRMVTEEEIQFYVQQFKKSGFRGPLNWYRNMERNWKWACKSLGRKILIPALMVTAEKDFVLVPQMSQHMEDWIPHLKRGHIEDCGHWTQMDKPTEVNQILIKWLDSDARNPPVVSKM
# VCAM1 TNFa inh – reduces TNF alpha induced VCAM1 expression in HUVEC | HUVEC TNFa-induced VCAM-1 immunofluorescence, high-content imaging | inhibition, % at 2 µM | actives 0.48% (n = 95,000);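 active = inhibition above the batch mean plus 3 SD, with images confirmed as a hit by eye, cut at about 37% in these data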;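 note: 0% = TNF-stimulated DMSO wells and 100% = unstimulated control wells; not every result past the cut was called active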
# Smad3 FoxH1 inh – inhibitors of human Smad3 transcription factor binding; inhibition, % at 25 µM; TR-FRET Smad3/Dy647-FoxH1 peptide binding, europium anti-His; actives 0.29% (n = 88,000);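 active = compounds that reduce the energy-transfer binding signal between the protein and its labelled peptide by more than half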;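 note: 0% = Smad3 plus labelled peptide maximal FRET and 100% = peptide-only background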
# Target sequence (P84022 whole entry, looked up): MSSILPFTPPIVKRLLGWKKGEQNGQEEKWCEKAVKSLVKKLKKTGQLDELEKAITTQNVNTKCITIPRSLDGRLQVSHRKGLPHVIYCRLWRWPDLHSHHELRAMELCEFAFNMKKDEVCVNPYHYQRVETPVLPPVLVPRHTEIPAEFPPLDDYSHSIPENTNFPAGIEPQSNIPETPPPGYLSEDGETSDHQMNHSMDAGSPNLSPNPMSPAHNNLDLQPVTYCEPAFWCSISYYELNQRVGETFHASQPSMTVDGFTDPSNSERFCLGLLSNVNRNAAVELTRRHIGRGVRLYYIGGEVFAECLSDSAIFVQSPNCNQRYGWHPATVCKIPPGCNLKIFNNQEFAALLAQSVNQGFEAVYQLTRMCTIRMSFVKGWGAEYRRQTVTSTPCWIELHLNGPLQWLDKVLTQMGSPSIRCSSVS
# sEH act – soluble epoxide hydrolase (human) activation; P34913; purified human sEH enzymatic activity, activator screen; activation, % at 2 µM; actives 0.04% (n = 91,000); AID 717; in the data active = activation above about 37%; note: values of inactives mirror those of a sister screen read the other way
# Calb biofilm kill – kills Candida albicans biofilms | C. albicans biofilm + clotrimazole, Alamar Blue | inhibition, % at 6 µM | actives 0.14% (n = 85,000) | AID 834;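 active = inhibition above 20%; inactive = inhibition below 20%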;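 note: preformed 24 hr biofilms exposed to compound for 48 hr; 0% = biofilm without compound and 100% = blank killed by clotrimazole plus chlorhexidine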
# HUVEC tox TNFa – toxic to HUVEC cells under TNF alpha stimulation. AID 848. HUVEC TNFalpha-stimulated, Hoechst cell count, imaging. cell count reduction, % at 2 µM. actives 0.17% (n = 93,000);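 active = cell count reduction exceeding the screen mean by over 5 SD, scaled to untreated wells per plate, cut at about 78% in these data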;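 note: cells counted after 24 h of TNF alpha exposure following the 1 h pretreatment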
# ERb coact inh – blocks coactivator binding to human estrogen receptor beta; Q92731; TR-FRET ER-beta LBD / SRC1-Cy5 peptide binding; receptor agonist-loaded with 1 µM estradiol; inhibition, % at 25.6 µM; actives 1.3% (n = 86,000);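 active = compounds whose percent inhibition of the receptor-coactivator binding signal exceeds about 50% in the single-dose screen, limit read from the data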;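 note: 0% = receptor plus peptide wells without compound and 100% = peptide-only wells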
# An asterisk follows results filed as active; · = not tested or not shown; [ ] = remark or other dose. This is a subset; the hit share may differ from the screen's.
# Every second line gives: IL1B cytotox, F-actin modifier, sEH inh, VCAM1 TNFa inh, Smad3 FoxH1 inh, sEH act, Calb biofilm kill, HUVEC tox TNFa, ERb coact inh
CC1=CCC2C(=O)N(C(C)c3ccccc3)C(=O)C2C1 (stereo unspecified)
 : -21, ·, -3, 17, 5, 3, 3, -16, 1[fluorescence artefact?]
Cc1ccc(N2C(=O)c3ccc(N)cc3C2=O)cc1C
 : -6, -5, ·, 24, 0, ·, -2, -31, -4
COc1ccc(Cn2c(=O)[nH]c3cc(C(=O)N4CCN(Cc5ccccc5)CC4)ccc3c2=O)cc1
 : -22, -4, ·, 6, 4, ·, -2, -6, -3[fluorescence artefact?]
O=C1OCCN1CCN(CN1C(=O)CCC1=O)CN1C(=O)CCC1=O
 : -5, -9, ·, 0, 5, ·, 5, -20, -14[fluorescence artefact?]
COc1ccc(C)cc1S(=O)(=O)N(CC(=O)O)c1ccc(C)cc1
 : -4, -4, 2, -20, -5, -2, -3, 4, -9
CN(c1ccc(C(=O)Nc2cccnc2)cc1)S(C)(=O)=O
 : 4, -9, -6, 20, 1, 6, 5, -2, -6
Cc1cc(=O)[nH]c(N2CCCC2)n1
 : 1, 1, 15, -14, 5, -16, -2, -17, 12
Nc1ccc(-c2sc(N)nc2-c2ccccc2)cc1
 : 1, 5, -12, 21, ·, 11, ·, 10, ·
CCOc1ccc2nc(SCC(=O)NC(=O)NCc3ccco3)sc2c1
 : ·, -6, 7, -19, -9, -6, -4, 6, 3
Cc1ccc2[nH]c(C(=O)O)c(-c3ccccc3)c2c1
 : 12, -11, 8, -3, 5, -8, 6, 3, -4[fluorescence artefact?]
N#Cc1cc2c(nc1SCC(=O)N1CCCCC1)CCCC2
 : 26, 7, -10, 52*, 8, 11, 9, 19, 5
CCNC(=S)N1CCC(NC(=O)C2CCCCC2)CC1
 : -5, -4, -1, -8, 2, 3, 3, 4, 1
COc1ccc(/C=N/n2cncn2)cc1COc1ccc(NC(C)=O)cc1
 : -12, 0, 3, 12, -5, 0, 6, 9, 17[fluorescence artefact?]
Cc1ccc(C(=O)CSc2nnc(CNc3ccc(C)cc3C)o2)cc1
 : 1, 4, 5, -18, 0, 0, 1, -3, -9
CN(C)c1nc(OCCNC(=O)COc2ccc(Cl)cc2Cl)nc(N2CCOCC2)n1
 : 7, 14, 12, 1, -2, -7, 1, -25, -8
S=C(NN=C1CCCCCC1)Nc1ccc(Cl)cc1
 : -1, 6, -7, -35, 4, 6, 12, -6, -16
Cc1cc(Cl)ccc1OCCCC(=O)N1CCOCC1
 : -1, -5, -21, -12, ·, 19, ·, 12, ·
COc1cccc(N(C(=O)Cn2nnc(-c3cccs3)n2)C(C(=O)NC2CCCCC2)c2ccncc2)c1 (stereo unspecified)
 : -4, -3, 20, 11, ·, -21, ·, -13, ·
CC(C)(Oc1ccc(Cl)cc1)C(=O)NCc1ccco1
 : 10, 12, 4, -9, -1, -4, 2, -8, 12[fluorescence artefact?]
CCCCSc1nc(O)c(C2OC(=O)c3c2ccc(OC)c3OC)c(=O)n1C (stereo unspecified)
 : -16, 10, 4, -28, -5, -3, 6, -37, 4
O=C(N/N=C/c1ccc2c(c1)OCO2)c1sc2cccc(Cl)c2c1Cl
 : -6, -15, -8, 7, ·, 5, ·, 2, ·
CC(C)OC(=O)C1C(=O)CC(C)(O)C(C(=O)OC(C)C)C1c1cccc(O)c1 (stereo unspecified)
 : 11, -20, 1, 9, 11, -2, 4, -29, 1
CC1(C(=O)NC2CCCCC2)CCC(=O)N1Cc1cccs1 (stereo unspecified)
 : 10, 4, -17, 4, 6, 16, 4, -1, -10
COc1ccc(-c2nn(C)c(=O)c3ccccc23)cc1NS(C)(=O)=O
 : -32, -19, -6, 1, 1, 6, 6, -3, -5
CC(=O)c1ccc(NC(=O)C2CCC(C)NC2=O)cc1 (stereo unspecified)
 : 0, -2, 1, -6, 19, -2, 2, -5, 3
Cc1cccc(OCCCn2c(=O)sc3ccccc32)c1
 : -7, 3, 8, -13, 3, -7, -1, 12, -19[fluorescence artefact?]
CCOC(=O)c1cnc(SCC(=O)Nc2cc(C(F)(F)F)ccc2N2CCOCC2)nc1N
 : -6, 3, -1, -1, -17, 0, 1, 0, 3[fluorescence artefact?]
CC(SCc1ccccc1)C(=O)NC1CCCC1 (stereo unspecified)
 : 23, -5, 1, 2, -5, 1, 8, -9, 0[fluorescence artefact?]
COc1ccccc1NC(=O)c1[nH]c(C)c(C(C)=O)c1C
 : -10, -33, -4, 12, 10, 3, 2, 8, -6
S=c1[nH]nc(C23CC4CC(CC(C4)C2)C3)n1Cc1ccco1
 : -20, 13, 25, 7, 10, -24, 7, -28, -1

# (cont.)
# Every second line gives: IL1B cytotox, F-actin modifier, sEH inh, VCAM1 TNFa inh, Smad3 FoxH1 inh, sEH act, Calb biofilm kill, HUVEC tox TNFa, ERb coact inh
CC(C)=CCC/C(C)=C/CN(CC(C)O)CC(C)O (stereo unspecified)
 : -4, 17, 1, 4, ·, 3, ·, -5, ·
CN(c1ccccc1C(=O)NCc1ccco1)S(C)(=O)=O
 : -35, 1, 8, 16, 14[fluorescence artefact?], -4, 6, -11, 37
Cc1ccc2nc(NC(=O)CNS(=O)(=O)c3ccc(Br)s3)sc2c1
 : -15, 0, ·, 0, 8, ·, 1, -12, 1
Cc1ccc(C2C(C(=O)c3ccco3)=C(O)C(=O)N2c2nnc(C)s2)cc1 (stereo unspecified)
 : 0, 18, -11, -9, -2, 11, 5, -8, -5
CC1=CC(=NOC(=O)c2cccc([N+](=O)[O-])c2)C=C(C)C1=O
 : 7, 16, 18, -16, 8, -16, 9, -13, 26
Cc1cc(NC(=O)c2ccco2)ccc1-n1cnnn1
 : -7, 0, 3, 8, 8, -1, -1, -23, 3
O=C(c1ccccc1F)N(Cc1ccc2c(c1)OCO2)Cc1cc2cc3c(cc2n2nnnc12)OCO3
 : -2, 0, 2, 24, 3, -1, 4, 48, 3[fluorescence artefact?]
COc1ccc(CNc2ccccc2)cc1Br
 : -25, -14, 7, 3, 5, -7, 10, -7, -5
COc1ccc(CN(C)C(=O)COC(=O)c2ccc3c(c2)OCO3)cc1OC
 : -10, ·, -12, -15, 0, 9, -2, -10, -2
CCN(CC)C(=O)CSc1nnc(-c2ccccc2)n1N
 : -10, -10, 10, 24, 2[fluorescence artefact?], -9, 2, -21, -9
CCN1CCCC1CNC(=O)C1c2ccccc2C(=O)N(CCOC)C1c1ccc(F)cc1 (stereo unspecified)
 : 15, 23, -3, -2, 12, 3, 3, -26, -21
O=C(CSc1nc2c(cnn2-c2ccc(F)cc2)c(=O)[nH]1)N1CCCCCC1
 : 21, -12, -8, 19, ·, 8, ·, 50, ·
Cc1nn2c(N3CCN(c4ccccn4)CC3)cc(C(C)C)nc2c1-c1ccccc1
 : ·, -14, ·, 2, -14, ·, -1, 5, 1[fluorescence artefact?]
CC1Oc2ccccc2N(CC(=O)c2cccc(Cl)c2)C1=O (stereo unspecified)
 : -15, -1, 9, -6, ·, -6, ·, -16, ·
Cc1cc(OCC(C)C)ccc1/C(O)=C1/C(=O)C(=O)N(Cc2cccnc2)C1c1ccncc1 (stereo unspecified)
 : 1, -10, 2, 12, 8[fluorescence artefact?], -3, -5, -8, -6
CCCCNC(=O)C1CCN(C/C(C)=C/c2ccccc2)CC1
 : 0, -11, -7, 9, -9, 10, 8, -17, -4
CCOc1ccc(/C=C\C(C)=N\O)cc1
 : -54, 30, 0, -40, -3, 2, 5, -51, -40[fluorescence artefact?]
O=C(C1CCCCC1)N1CCC(c2nc3ccccc3[nH]2)CC1
 : 4, 4, 7, -12, 13, -6, -4, -9, -2
O=C(Cc1ccccc1)NC(NCCCN1CCOCC1)(C(F)(F)F)C(F)(F)F
 : -51, 19, -5, -6, 4, 5, 2, -40, -5
COc1cccc(N=c2oc3ccccc3cc2-c2nc3ccccc3[nH]2)c1
 : 9, -2, 2, 12, ·, 0, ·, -11, ·
O=C(NCc1cccnc1)c1cc(-c2cccs2)on1
 : -28, -4, 10, -10, -3, -8, 8, -46, -11
COCCNC(=O)c1c(N)n(CCC2=CCCCC2)c2nc3ccccc3nc12
 : 8, 4, -8, -4, ·, 8, ·, -2, ·
CC(C)c1nnc(NC(=O)CSc2nc3ccccc3s2)s1
 : -58, -5, 15, -1, 0, -15, 7, -35, -14
O=C(C1CC1(c1ccccc1)c1ccccc1)N1CCOCC1 (stereo unspecified)
 : -6, -4, 3, 2, 3, -1, 6, ·, 4
CC(=O)N(Cc1ccco1)C1(C(=O)NC2CCCC2)CCCCC1
 : -6, -25, 2, 0, -1, -4, ·, 10, 2[fluorescence artefact?]
Fc1ccc(-c2csc3nnc(SCc4cccnc4)n23)cc1
 : 15, 5, -9, 2, 6, 10, 8, 19, 0
COc1ccccc1C(=O)Nc1nc2ccc(S(C)(=O)=O)cc2s1
 : -13, -21, 5, 16, ·, -3, ·, 2, ·
O=C(OCc1ccccc1)C1CCCN1C(=O)c1cccs1 (stereo unspecified)
 : 1, -6, -1, 2, 6, 2, 4, -15, 1[fluorescence artefact?]
CCOC(=O)CSC(CC)C(=O)Nc1nnc(CC)s1 (stereo unspecified)
 : -12, 5, 12, 16, -6, -9, -2, -24, 1
NS(=O)(=O)c1cccn1-c1ncc(C(F)(F)F)cc1Cl
 : -13, -12, 5, -6, -3, -6, 5, -19, -6
O=C(CSc1nc2ccccc2o1)Nc1ccc(N2CCOCC2)cc1
 : 23, 21, 4, -9, ·, -4, ·, -17, ·
CCCC1(C(=O)OCC)NC(c2ccc(N(C)C)cc2)C2C(=O)N(c3ccc4c(c3)OCCO4)C(=O)C21 (stereo unspecified)
 : -2, 0, 7, 16, 7[fluorescence artefact?], -7, 2, -27, -26
CCCCNC(=O)NS(=O)(=O)c1ccc(NS(=O)(=O)c2ccccc2)cc1
 : -19, -22, ·, -12, 7, ·, 8, 10, -2

# A few values from the entries so far.
# `CCOc1ccc(/C=C\C(C)=N\O)cc1` | ERb coact inh = -40[fluorescence artefact?]
# `O=C(NCc1cccnc1)c1cc(-c2cccs2)on1` | IL1B cytotox = -28

# Three compounds from above, showing only F-actin modifier.
canonical_smiles	F-actin modifier
O=C(C1CCCCC1)N1CCC(c2nc3ccccc3[nH]2)CC1	4
O=C(Cc1ccccc1)NC(NCCCN1CCOCC1)(C(F)(F)F)C(F)(F)F	19
COc1cccc(N=c2oc3ccccc3cc2-c2nc3ccccc3[nH]2)c1	-2

# Six compounds out of the list above, sorted by the value under ERb coact inh, high to low.
mol	F-actin modifier	sEH inh	VCAM1 TNFa inh	Smad3 FoxH1 inh	sEH act	ERb coact inh
CN(c1ccccc1C(=O)NCc1ccco1)S(C)(=O)=O	1	8	16	14[fluorescence artefact?]	-4	37
O=C(C1CC1(c1ccccc1)c1ccccc1)N1CCOCC1 (stereo unspecified)	-4	3	2	3	-1	4
Cc1cc(NC(=O)c2ccco2)ccc1-n1cnnn1	0	3	8	8	-1	3
CCOC(=O)CSC(CC)C(=O)Nc1nnc(CC)s1 (stereo unspecified)	5	12	16	-6	-9	1
COc1ccc(CNc2ccccc2)cc1Br	-14	7	3	5	-7	-5
CC(C)c1nnc(NC(=O)CSc2nc3ccccc3s2)s1	-5	15	-1	0	-15	-14

# High-throughput results deposited in PubChem by several laboratories.
